# Screens as filed in PubChem.
# Pf apPOL block = Pf-apPOL DNA polymerase inhibition; actives 0.25% (n = 210,000); inhibition, % at 10 µM; Recombinant Pf-apPOL, molecular beacon fluorescence, 1.5 h
# mHTT-CaM PPI inh = mHTT-calmodulin interaction abrogation; P42858; AlphaScreen His-mHTT/GST-CaM binding, luminescence; inhibition, % at 15 µM; actives 3.6% (n = 190,000); AID 1671202;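 also: 0% = both proteins with DMSO and 100% = one protein alone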
# Target sequence (P42858 whole entry, looked up, stated change not applied): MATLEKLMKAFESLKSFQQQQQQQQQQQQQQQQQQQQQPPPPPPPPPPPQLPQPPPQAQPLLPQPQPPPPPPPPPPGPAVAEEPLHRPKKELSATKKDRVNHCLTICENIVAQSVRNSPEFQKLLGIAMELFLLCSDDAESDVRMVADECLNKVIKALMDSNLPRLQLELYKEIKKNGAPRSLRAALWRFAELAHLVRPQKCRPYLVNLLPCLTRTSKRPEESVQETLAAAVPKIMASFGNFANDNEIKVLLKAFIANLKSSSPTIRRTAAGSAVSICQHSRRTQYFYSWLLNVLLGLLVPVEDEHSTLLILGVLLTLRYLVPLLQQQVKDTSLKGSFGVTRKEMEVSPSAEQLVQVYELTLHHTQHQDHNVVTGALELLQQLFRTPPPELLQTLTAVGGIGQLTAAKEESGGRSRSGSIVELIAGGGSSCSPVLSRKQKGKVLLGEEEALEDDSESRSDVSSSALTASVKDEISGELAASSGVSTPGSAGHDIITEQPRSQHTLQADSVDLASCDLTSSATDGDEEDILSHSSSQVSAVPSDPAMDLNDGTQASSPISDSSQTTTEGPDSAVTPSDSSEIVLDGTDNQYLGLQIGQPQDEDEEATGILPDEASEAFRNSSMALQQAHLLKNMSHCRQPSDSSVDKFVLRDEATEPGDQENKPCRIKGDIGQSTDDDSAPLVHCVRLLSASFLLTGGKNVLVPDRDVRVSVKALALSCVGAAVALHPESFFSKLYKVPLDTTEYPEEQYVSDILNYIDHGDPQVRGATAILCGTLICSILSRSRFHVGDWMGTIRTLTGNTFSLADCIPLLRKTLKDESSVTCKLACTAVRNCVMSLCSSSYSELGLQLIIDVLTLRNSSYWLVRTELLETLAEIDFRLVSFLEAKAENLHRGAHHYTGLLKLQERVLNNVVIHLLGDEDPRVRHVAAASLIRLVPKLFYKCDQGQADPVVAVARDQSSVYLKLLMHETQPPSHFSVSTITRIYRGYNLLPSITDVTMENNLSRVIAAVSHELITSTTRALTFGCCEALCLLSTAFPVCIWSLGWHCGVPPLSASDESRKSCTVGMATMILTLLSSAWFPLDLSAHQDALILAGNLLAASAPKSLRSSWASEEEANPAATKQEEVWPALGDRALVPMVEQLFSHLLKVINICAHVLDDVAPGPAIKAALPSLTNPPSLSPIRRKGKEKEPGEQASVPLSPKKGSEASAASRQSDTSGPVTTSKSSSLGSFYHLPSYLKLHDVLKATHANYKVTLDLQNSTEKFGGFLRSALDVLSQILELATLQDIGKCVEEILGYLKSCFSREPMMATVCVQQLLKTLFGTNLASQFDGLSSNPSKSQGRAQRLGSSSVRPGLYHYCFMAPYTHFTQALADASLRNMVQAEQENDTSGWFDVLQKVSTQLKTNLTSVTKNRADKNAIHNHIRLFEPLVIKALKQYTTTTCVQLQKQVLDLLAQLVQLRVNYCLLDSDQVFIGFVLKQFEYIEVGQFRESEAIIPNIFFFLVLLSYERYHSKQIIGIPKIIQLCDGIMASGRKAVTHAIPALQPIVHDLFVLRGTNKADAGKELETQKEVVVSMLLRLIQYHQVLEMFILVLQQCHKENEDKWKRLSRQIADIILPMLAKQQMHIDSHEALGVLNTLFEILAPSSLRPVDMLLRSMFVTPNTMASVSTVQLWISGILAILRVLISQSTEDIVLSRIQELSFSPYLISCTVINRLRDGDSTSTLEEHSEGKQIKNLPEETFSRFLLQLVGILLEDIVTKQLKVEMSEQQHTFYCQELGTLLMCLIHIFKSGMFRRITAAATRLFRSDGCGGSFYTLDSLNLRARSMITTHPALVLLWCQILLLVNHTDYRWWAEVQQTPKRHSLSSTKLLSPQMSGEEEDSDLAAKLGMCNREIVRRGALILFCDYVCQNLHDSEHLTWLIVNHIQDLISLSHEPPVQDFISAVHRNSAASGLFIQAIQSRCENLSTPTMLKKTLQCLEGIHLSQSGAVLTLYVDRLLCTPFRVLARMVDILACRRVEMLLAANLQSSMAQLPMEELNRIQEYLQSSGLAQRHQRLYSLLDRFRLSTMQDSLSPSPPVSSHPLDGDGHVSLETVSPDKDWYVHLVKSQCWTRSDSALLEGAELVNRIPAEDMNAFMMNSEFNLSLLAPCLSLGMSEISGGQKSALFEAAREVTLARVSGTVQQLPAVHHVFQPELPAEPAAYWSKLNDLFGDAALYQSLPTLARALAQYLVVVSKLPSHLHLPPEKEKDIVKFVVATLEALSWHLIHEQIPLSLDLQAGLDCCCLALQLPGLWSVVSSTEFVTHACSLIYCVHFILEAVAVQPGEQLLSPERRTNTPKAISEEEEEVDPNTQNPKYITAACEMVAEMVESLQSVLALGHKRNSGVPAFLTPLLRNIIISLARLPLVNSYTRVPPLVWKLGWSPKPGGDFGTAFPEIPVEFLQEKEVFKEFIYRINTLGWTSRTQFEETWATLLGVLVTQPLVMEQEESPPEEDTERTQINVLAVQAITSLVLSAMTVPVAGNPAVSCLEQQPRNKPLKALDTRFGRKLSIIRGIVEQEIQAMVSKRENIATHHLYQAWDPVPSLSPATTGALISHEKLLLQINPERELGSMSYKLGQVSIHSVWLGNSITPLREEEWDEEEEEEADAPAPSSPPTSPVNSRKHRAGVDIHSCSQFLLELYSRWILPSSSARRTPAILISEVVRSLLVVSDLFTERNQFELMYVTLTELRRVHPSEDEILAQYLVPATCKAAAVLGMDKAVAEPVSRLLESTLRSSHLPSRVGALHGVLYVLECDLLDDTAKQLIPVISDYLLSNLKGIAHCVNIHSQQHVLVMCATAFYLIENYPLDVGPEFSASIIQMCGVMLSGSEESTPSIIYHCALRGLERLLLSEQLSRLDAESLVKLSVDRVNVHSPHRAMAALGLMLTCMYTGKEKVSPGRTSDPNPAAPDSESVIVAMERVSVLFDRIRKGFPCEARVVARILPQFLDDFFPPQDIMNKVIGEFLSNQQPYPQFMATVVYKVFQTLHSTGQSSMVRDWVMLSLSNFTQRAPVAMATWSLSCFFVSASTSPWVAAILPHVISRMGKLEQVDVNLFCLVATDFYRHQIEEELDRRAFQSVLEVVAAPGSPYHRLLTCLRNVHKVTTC
# The depositor's hits bear a star; / = not tested or not shown; & = joins results of further samples. Rule as the data show it: active = inhibition above about 50%; inactive = the rest. Not all compounds are listed (hit frequency here may not be typical).
SMILES,Pf apPOL block,mHTT-CaM PPI inh
O=C(OCCSc1ccccn1)c1ccccc1,-4&-13,/
O=C(CSc1oc(-c2ccco2)nc1S(=O)(=O)c1ccccc1)NCC1CCCO1 (centres undefined),-5,4
O=C(c1cccnc1)N1CCC(n2c(-c3ccc(F)cc3)nc3cccnc32)C1 (centres undefined),-2,3
Cc1ccc(N(C)C(=O)c2ccc(Cn3cncn3)cc2)cc1,-4,0
O=C1CCc2nc3sc4c(c3c(=O)n2N1)CCCC4,-6,-6
CCN(CC)CCN(C)C1CCN(C)CC1,-2,-6
CCn1nnc2c(N3CCC(Cc4ccccc4)CC3)ncnc21,-4,-3
Cc1cccc2nnc(N3CCN(C(=O)c4cccs4)CC3)n12,-3,0
Cc1ccsc1CN1CCN(c2cccc(C)c2C)CC1,0,-8
CCc1noc(COC2CCCN(C(=O)Cc3cccs3)C2)n1 (centres undefined),1,-5
O=C(NCc1cccnc1-c1ccc(F)cc1)c1ccsc1,-4,-6
CCOc1ccc(N/C=C/C(=O)c2ccco2)c([N+](=O)[O-])c1,3,3
CCOc1cc(C2CC(=O)NC(SCC(=O)Nc3cccc(F)c3)=C2C#N)ccc1O (centres undefined),-2,4
COc1ccc(C2=NN(C(C)=O)C(c3ccccc3OC)C2)cc1OC (centres undefined),2,9
O=C(Nc1ccccc1)Nc1ccc(C(=O)N2CCOCC2)cc1,5,5
CCN(CC)CCNC(=O)C1c2cc(OC)c(OC)cc2C(=O)N(C)C1c1ccc(OC)cc1 (centres undefined),-4,-2
Cc1cccc(N2CCN(C(=O)C3CCCCC3C(=O)O)CC2)c1C (centres undefined),9,10
COc1ccc(CC2CCN(C(=O)Nc3ccc(F)cc3)CC2)cc1,-1,-14
CCN(CC)C(=O)C1CCCN(Cc2ccc(N(C)C)cc2)C1 (centres undefined),0,1
Cc1cc(C)n(-c2ccccc2F)c(=O)c1C(N)=O,0,4
CCC(C)(C)OCC(O)CN1CCc2cc(OC)c(OC)cc2C1 (centres undefined),-6,-1
N#Cc1c(N2CCc3ccccc3C2)ncc2c(=O)c3ccccc3[nH]c12,-2,1
CCCCNS(=O)(=O)c1cc(Br)cc2c1N(C(=O)CC)CC2,-4,-2
Cc1ccc[n+](C2C(c3ccc([N+](=O)[O-])cc3)C(C#N)=C(S)NC2(O)C2CC2)c1 (centres undefined),-1,84*
Cc1ccc(-n2nc3c(c2NC(=O)c2cc(Cl)ccc2Cl)CS(=O)(=O)C3)cc1,-4,34

# Grouped by structure, the entries above containing fluorine (5)
SMILES,Pf apPOL block,mHTT-CaM PPI inh
O=C(c1cccnc1)N1CCC(n2c(-c3ccc(F)cc3)nc3cccnc32)C1 (centres undefined),-2,3
O=C(NCc1cccnc1-c1ccc(F)cc1)c1ccsc1,-4,-6
CCOc1cc(C2CC(=O)NC(SCC(=O)Nc3cccc(F)c3)=C2C#N)ccc1O (centres undefined),-2,4
COc1ccc(CC2CCN(C(=O)Nc3ccc(F)cc3)CC2)cc1,-1,-14
Cc1cc(C)n(-c2ccccc2F)c(=O)c1C(N)=O,0,4

# (listing goes on)
SMILES,Pf apPOL block,mHTT-CaM PPI inh
O=C(CC1CCN(S(=O)(=O)c2cccs2)CC1)N1CCCCCC1,-2,-1
CC(C)(C)c1ccc(OCc2nnc(SCC(=O)Nc3nccs3)n2-c2ccccc2)cc1,-7,-4
CC1(C)Cc2ccccc2-c2nc(NCCO)n(Cc3ccccc3)c(=O)c21,-1,15
CCOc1ccc(CN2CCN(S(=O)(=O)c3ccccc3[N+](=O)[O-])CC2)cc1,-9,11
O=C1OC(c2ccc(Cl)cc2)=N/C1=C\c1ccccc1,1,-5
COc1ccc(Cl)cc1NC(=O)CCCN1C(=O)c2cccnc2C1=O,-32,5
CCN(C(=O)Cn1cnc2c(-c3ccc(C)cc3)csc2c1=O)c1ccccc1,-4,-12
O=C(Cc1ccsc1)N1CCN(c2ncnc3c2CCC3)CC1,1,-9
CCCCNC(=O)c1cc2nc(-c3ccc([N+](=O)[O-])cc3)cc(C(F)(F)F)n2n1,-3,1
CCOc1ccccc1NC(=O)CNS(=O)(=O)c1cccs1,-3,-3
Cc1ccc(-n2nc3c(c2NC(=O)c2cccc(Br)c2)CS(=O)C3)cc1 (centres undefined),-2,15
O=C(Nc1ncc(S(=O)(=O)c2ccc([N+](=O)[O-])cc2)s1)c1ccccc1Br,-5,-7
CC1CCN(S(=O)(=O)N2CCCC(C(=O)NCc3ccco3)C2)CC1 (centres undefined),-14,-3
Fc1cccc(F)c1CN1CCOCC1,-2,-4
CC(C)c1cc(C(=O)Nc2ccc(Cl)cc2)nc2ccnn12,-4,-26
CCn1c(CNC(=O)C2CCC2)nc2c1CN(S(=O)(=O)c1ccc(C)cc1)CC2,-3,10
Cc1cc(OCC(=O)NC2CC(C)(C)NC(C)(C)C2)cc(C)c1Br,-8,7
Cc1cccc(C(=O)N=c2scc(C)n2CC(=O)N2CCCC2)c1,-2,4
CCC(CC)NCc1cccc([N+](=O)[O-])c1,-4,-1
O=C(NC1CC1)c1sc2cc([N+](=O)[O-])ccc2c1Cl,-2,2
Cc1cccc(CC(=O)N2CCc3nc4cc(-c5ccccc5)[nH]n4c(=O)c3C2)c1,1,-8
O=C(c1nc2ccccc2s1)N(CCn1cccn1)c1nc2ccccc2s1,-9,-8
Cc1ccc(Nc2ccc3c4c(cc(=O)n3C)-c3ccccc3C(=O)c24)cc1,0,44
Cc1ccc(CNC(=O)C2CC(=O)N(CCC(C)C)C2)cc1 (centres undefined),-3,3
CCc1noc(-c2cccnc2N2CCCN(C(=O)c3ccc4c(c3)OCO4)CC2)n1,-3,-1

# Structural class: the compounds so far containing an NH in an aromatic ring
SMILES,Pf apPOL block,mHTT-CaM PPI inh
N#Cc1c(N2CCc3ccccc3C2)ncc2c(=O)c3ccccc3[nH]c12,-2,1
Cc1cccc(CC(=O)N2CCc3nc4cc(-c5ccccc5)[nH]n4c(=O)c3C2)c1,1,-8

# Additional records follow.
SMILES,Pf apPOL block,mHTT-CaM PPI inh
O=C(CCC1CCCC1)NCc1nnc2n1CCCC2,-1,-5
C#CCOc1c(I)cc(/C=C2/SC(=N)NC2=O)cc1OC,0,34
COc1cc2c(cc1OC)/C(=C/[N+](=O)[O-])NC(C)(C)C2,0,3
COc1ccc(-n2nc(C(=O)Nc3ccccc3OC)c3ccccc3c2=O)c(OC)c1,7,13
Cc1ccc(NC(=O)NCCn2nc(-c3ccccc3)n(C)c2=O)cc1C,-12,-4
CCC(C(=O)N1CCN(c2cc(-c3ccccc3)ncn2)CC1)c1ccccc1 (centres undefined),-1,15
Cc1ccc(C(=O)Nc2cccc(NC(=O)c3ccccc3Cl)c2)cc1C,3,4
Cn1nccc1C(=O)NCc1ccc(N2CCCCCC2)nc1,-5,6
Cc1ccc(-n2nc3c(c2NC(=O)C2CCCCC2)CS(=O)(=O)C3)cc1,-6,4
CCCn1ccc2sc(C)c(C(=O)N3CCN(C(C)C)CC3)c2c1=O,-2,10
COc1ccc(S(=O)(=O)n2ccnc2)c2cccnc12,-1,-2
CC(C)CCNC(=O)c1cccc(C2CCCN(C(=O)NC(C)C)C2)c1 (centres undefined),-12,7
COc1cc(CNS(=O)(=O)CCl)cc(OC)c1OC,-4,-4
Cc1cc([N+](=O)[O-])nn1CCCC(=O)Nc1c(Cl)cccc1Cl,-7,-8
CC(=O)Nc1ccc(NCCC#N)cc1,1,3
CCC(=O)Nc1cccc(-c2noc(C3CCN(C(=O)c4ccsc4)CC3)n2)c1,-6,15
CCSC1=C(C#N)C(c2cccc(Cl)c2Cl)CC(=O)N1 (centres undefined),-11,-7
Nc1ccc(Br)cc1C(NCC(=O)O)c1ccccc1Cl (centres undefined),-6,32
O=C(Nc1cccc(Cl)c1)c1ccccc1F,-5,-12
CCCOc1ccc(C(=O)Nc2ccccc2C)cc1,90*,-7
O=C(CSc1nc2c(c(=O)n1-c1ccccc1)SCC2)NCc1ccc(F)cc1,-6,-6
Cc1c(N=C2C=C(C(C)C)C(=O)C(C(C)C)=C2)c(=O)n(-c2ccccc2)n1C,-3,8
N=C1S/C(=C\c2ccco2)C(=O)N1c1nonc1N,1,93*
O=C(C1CCCN(C(=O)C2CCCC2)C1)N1CCOCC1 (centres undefined),2,-3
CCOC(=O)c1ccc(NN=Cc2cc(OC)c(OC)c(OC)c2)cc1,-1&2,/

# (next part)
SMILES,Pf apPOL block,mHTT-CaM PPI inh
CC(C)(C)n1nc2c(c1NC(=O)c1cccc(Br)c1)CSC2,3,53*
CC(C)CCNc1ccc(-c2nc(-c3cccc(F)c3)no2)cn1,-2,-4
CC(=O)N1CCC(n2c(C)nc(C(=O)N3CCOCC3)c2C)CC1,-3,-1
NS(=O)(=O)c1ccc(S(=O)(=O)N2CCCCC2)cc1,-7,2
CCOc1ccc(-c2cn3ccn(-c4ccccc4)c(=O)c3n2)cc1,-2,-2
CSc1sc(C(=O)NNC(=O)Nc2ccc(OC(F)(F)F)cc2)c2c1C1(CCC2)SCCS1,-16,/
O=C(Cc1ccccc1)NC1=NCCS1,1,/
CC(C)(C)C1CCc2onc(C(=O)Nc3ccc4c(c3)OCO4)c2C1 (centres undefined),-1,-10
CC1CC(C)CN(S(=O)(=O)c2ccc(F)c(C(=O)NCc3ccccc3Cl)c2)C1 (centres undefined),-1,0
O=C(Nc1ccc(Oc2ccccc2)cc1)c1cnccn1,-12&-2,7
O=C(NC1CC1)C(=O)N1CCN(c2cccc(Cl)c2)CC1,-10,-11
CCCOc1ccc(C2CC(=O)Nc3n[nH]c(C)c32)cc1OC (centres undefined),-2,2
O=C(NCCO)c1ccc(CSc2nc3ccccc3c(=O)[nH]2)cc1,-2,-9
COc1ccc(S(=O)(=O)N2CCN=C2c2ccccc2)c(C)c1C,1,-9
O=C1C2C(C(=O)N1c1ccccc1[N+](=O)[O-])C1C=CC2C12CC2 (centres undefined),-2,3
COc1ccc(-c2ccc(OC)c([C@H]3[C@@H]4C=CCC[C@@]4(C)C(=O)N3Cc3ccccc3)c2)cc1,-4,38
CCN(C(=O)Cn1nnc(-c2ccc3c(c2)OCO3)n1)c1ccccc1,-2,0
COc1ccc(N2C(=O)CCC(C(=O)NCc3ccccc3OC)C2c2ccc(F)cc2)cc1 (centres undefined),-12,19
Cc1ccc(S(=O)(=O)N2CCC(n3cnc4cc(F)ccc4c3=O)CC2)cc1,-1,-2
O=C(Cc1ccccc1)Nc1ccc(Br)cc1,-5,-14
N#CC1CN(Cc2ccccc2)CN(Cc2ccccc2)C1,-9,/
Clc1ccc(CN2CCSCC2)c(Cl)c1,-7,-16
CCc1nc2cc(C(F)(F)F)cc(Cl)c2nc1CC,0,1
CN(c1ccc([N+](=O)[O-])cc1)c1cc2c(c3c1ccn3C)C1CCC2C1 (centres undefined),-6,19
O=C(COc1ccccc1)Nc1ccc(S(=O)(=O)N2CCCCCC2)cc1,-2,-2
Cc1cccc(C(=O)Nc2ccc3c(N4CCCC4)ncnc3c2)c1,7,6
Nc1c(C(=O)Nc2ccccc2F)c2ccccn2c1C(=O)c1cccs1,-6,-3
Cc1cc(C)c2[nH]c3c(c2c1)CCCC3=O,-4,4

# Among those listed so far, eleven have a nitro group on carbon.
SMILES,Pf apPOL block,mHTT-CaM PPI inh
CCOc1ccc(N/C=C/C(=O)c2ccco2)c([N+](=O)[O-])c1,3,3
Cc1ccc[n+](C2C(c3ccc([N+](=O)[O-])cc3)C(C#N)=C(S)NC2(O)C2CC2)c1 (centres undefined),-1,84*
CCOc1ccc(CN2CCN(S(=O)(=O)c3ccccc3[N+](=O)[O-])CC2)cc1,-9,11
CCCCNC(=O)c1cc2nc(-c3ccc([N+](=O)[O-])cc3)cc(C(F)(F)F)n2n1,-3,1
O=C(Nc1ncc(S(=O)(=O)c2ccc([N+](=O)[O-])cc2)s1)c1ccccc1Br,-5,-7
CCC(CC)NCc1cccc([N+](=O)[O-])c1,-4,-1
O=C(NC1CC1)c1sc2cc([N+](=O)[O-])ccc2c1Cl,-2,2
COc1cc2c(cc1OC)/C(=C/[N+](=O)[O-])NC(C)(C)C2,0,3
Cc1cc([N+](=O)[O-])nn1CCCC(=O)Nc1c(Cl)cccc1Cl,-7,-8
O=C1C2C(C(=O)N1c1ccccc1[N+](=O)[O-])C1C=CC2C12CC2 (centres undefined),-2,3
CN(c1ccc([N+](=O)[O-])cc1)c1cc2c(c3c1ccn3C)C1CCC2C1 (centres undefined),-6,19
